# TROY signal inh: inhibitors of TROY-driven NF-kB signaling, primary screen, Q293 LMP1-TROYcd cells, NF-kB luciferase, uHTS. Q293 LMP1-TROYcd NF-kB luciferase reporter, 4 h. inhibition, % at 10 µM. actives 0.98% (n = 360,000). AID 1347056, 2019;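 active means compounds whose plate-normalised and pattern-corrected inhibition of the luciferase reporter signal at the single screening dose is 50% or more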
# TLR9-MyD88 block: inhibitors of TLR9-MyD88 association in cells, primary screen, cell-based, CHO, BLA complementation, fluorescence | actives 0.21% (n = 340,000) | CCF4 FRET ratio | Toll-like receptor 9 (Homo sapiens) + Myeloid differentiation primary response protein … | inhibition, % at 4.98 µM | AID 504734, 2011;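 active means inhibition above the mean over all tested compounds plus 3 SD, cut at about 21% in these data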;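 further: 0% = DMSO only wells and 100% = clavulanate BLA inhibitor control wells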
# LMP1 NFkB inh: EBV LMP1-driven NF-kappaB luciferase reporter inhibitors, primary screen, cell-based, luminescence, single point. actives 0.69% (n = 350,000). LMP1-induced NF-kappaB luciferase reporter cells. inhibition, % at 12.5 µM; in the data active means inhibition above about 41%;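 further: 0% = neutral control wells and 100% = reference inhibitor control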
# NR5A2 inv ag: LRH-1 (NR5A2) inverse agonists, primary screen, cell-based, luminescence, HEK293T, StAR-luciferase reporter; LRH-1 transfected, 24 h; actives 0.13% (n = 360,000); Nuclear receptor subfamily 5 group A member 2 (Homo sapiens), O00482; inhibition, % at 3.6 µM;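 active means inhibition above the mean inhibition of all tested compounds plus 3 SD, cut at about 73% in these data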;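 further: 0% = DMSO wells and 100% = reporter-only cells lacking LRH-1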
# NOD2-RIPK2 inh: NOD2-RIPK2 binding disruptors in cells, primary screen, fluorescence, CHO cells, BLA complementation; actives 0.38% (n = 360,000); inhibition, % at 4.98 µM; CCF4 ratio; in the data active means inhibition above about 21%;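 further: 0% = vehicle only and 100% = reference blocker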
# COUP-TFII inh: NR2F2 transcriptional activity inhibitors, primary screen, cell-based, luciferase reporter, HEK293T, luminescence. actives 0.7% (n = 370,000). AID 686940, 2013. COUP transcription factor 2 (Homo sapiens), P24468. HEK293T NGFI-A luciferase reporter. inhibition, % at 8.6 µM;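 active means inhibition above a per-plate cutoff, mean inhibition of test wells between control levels plus 3 SD, cut at about 38% in these data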;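 further: cells cotransfected with COUP-TFII expression vector driving the NGFI-A reporter; 0% = median of COUP-TF2 test wells and 100% = reporter-only cells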
# SRC3 inh: SRC3 coactivator transcriptional activity inhibitors, primary screen, cell-based, luminescence; Nuclear receptor coactivator 3 (Homo sapiens), Q9Y6Q9; HEK293 GAL4-SRC3 luciferase reporter; inhibition, % at 3.6 µM; actives 0.17% (n = 360,000); AID 588352, 2011;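 active means inhibition above a per-campaign cutoff, the mean of all compounds plus 3 SD, cut at about 60% in these data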;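 further: 0% = DMSO-treated cells and 100% = gossypol-treated cells at 36 µM; higher means less SRC3-driven luciferase light from the GAL4 reporter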
# SRC2 inh: inhibition of GAL4-SRC2 driven luciferase reporter, primary screen, SRC2 inhibitor project, cell-based, luminescence. Nuclear receptor coactivator 2 (Homo sapiens), Q15596. HEK293 GAL4-SRC2 luciferase reporter. inhibition, % at 9 µM. actives 0.17% (n = 370,000);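 active means inhibition above the mean inhibition of all tested compounds plus 3 SD, set per campaign, cut at about 52% in these data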;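 further: 0% = DMSO treated cells and 100% = cells given Gossypol at 36 µM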
# Vif imaging: HIV Vif self-association inhibitors, primary screen, imaging, HEK293T, single point; HEK293T cells, Vif self-association by quenched fluorescence, 24 h; actives 0.35% (n = 340,000); AID 602346, 2012; inhibition, % at 7.49 µM; in the data active means inhibition above about 50%, passing the limit was not always enough; further: some results filed as inactive read as strong as hits
# SRC1 inh: SRC1 coactivator transcriptional activity inhibitors, primary screen, cell-based, luminescence; actives 0.12% (n = 360,000); Nuclear receptor coactivator 1 (Homo sapiens), Q15788; HEK293 GAL4-SRC1 luciferase reporter; inhibition, % at 3.6 µM; AID 588354, 2011;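 active means inhibition above the campaign mean plus 3 SD, with each screening campaign given its own cutoff, cut at about 60% in these data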;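 further: 0% = DMSO treated cells and 100% = gossypol at 36 µM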
# Target sequence (Q15788 whole entry, looked up, the tested form may be a part): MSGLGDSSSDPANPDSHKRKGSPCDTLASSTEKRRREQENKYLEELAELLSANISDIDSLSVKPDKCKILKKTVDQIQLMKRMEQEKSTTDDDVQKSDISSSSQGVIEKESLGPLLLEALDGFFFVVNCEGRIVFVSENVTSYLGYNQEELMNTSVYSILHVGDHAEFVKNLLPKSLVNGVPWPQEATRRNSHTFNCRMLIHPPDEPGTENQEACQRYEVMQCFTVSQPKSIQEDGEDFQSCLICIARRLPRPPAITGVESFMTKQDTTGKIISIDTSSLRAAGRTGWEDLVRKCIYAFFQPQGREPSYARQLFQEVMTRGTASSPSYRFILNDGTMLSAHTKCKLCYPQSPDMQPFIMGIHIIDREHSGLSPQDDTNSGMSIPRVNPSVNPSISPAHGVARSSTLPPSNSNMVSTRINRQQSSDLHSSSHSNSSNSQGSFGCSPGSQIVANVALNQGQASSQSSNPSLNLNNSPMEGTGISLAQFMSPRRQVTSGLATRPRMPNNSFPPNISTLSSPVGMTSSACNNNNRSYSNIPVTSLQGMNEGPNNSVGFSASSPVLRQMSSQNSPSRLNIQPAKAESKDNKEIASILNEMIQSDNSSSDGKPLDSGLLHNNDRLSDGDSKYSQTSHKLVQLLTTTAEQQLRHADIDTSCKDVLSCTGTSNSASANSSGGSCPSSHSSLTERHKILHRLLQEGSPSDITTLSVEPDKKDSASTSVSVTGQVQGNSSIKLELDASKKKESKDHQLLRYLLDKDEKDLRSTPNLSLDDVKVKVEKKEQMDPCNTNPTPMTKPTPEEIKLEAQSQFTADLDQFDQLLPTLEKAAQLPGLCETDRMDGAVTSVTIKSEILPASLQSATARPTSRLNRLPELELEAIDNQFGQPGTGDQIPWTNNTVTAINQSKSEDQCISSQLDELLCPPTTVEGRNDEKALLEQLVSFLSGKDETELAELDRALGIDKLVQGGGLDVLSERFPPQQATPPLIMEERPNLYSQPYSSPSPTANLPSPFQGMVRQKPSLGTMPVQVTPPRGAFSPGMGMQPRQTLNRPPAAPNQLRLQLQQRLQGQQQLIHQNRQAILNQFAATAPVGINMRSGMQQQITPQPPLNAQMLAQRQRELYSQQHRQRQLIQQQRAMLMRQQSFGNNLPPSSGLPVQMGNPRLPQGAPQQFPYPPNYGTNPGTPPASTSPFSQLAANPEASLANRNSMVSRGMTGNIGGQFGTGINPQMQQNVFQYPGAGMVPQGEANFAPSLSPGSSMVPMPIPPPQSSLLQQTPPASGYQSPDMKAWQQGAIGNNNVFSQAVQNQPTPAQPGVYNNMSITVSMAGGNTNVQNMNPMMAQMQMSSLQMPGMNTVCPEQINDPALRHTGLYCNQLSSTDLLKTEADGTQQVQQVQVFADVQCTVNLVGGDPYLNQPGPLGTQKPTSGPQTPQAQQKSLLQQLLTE
# TRAIL sens C8: viability loss with TRAIL in NB7+C8 cells, primary screen, TRAIL sensitizer project, cell-based, ATPlite luminescence; inhibition (viability loss, TRAIL sensitization), % at 10 µM; actives 1% (n = 360,000); AID 624354, 2012;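 active means compounds causing at least 50% loss of cell viability in the single-dose screen, relative to plate controls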
# Starred values were filed as active, the others as inactive; . = not tested or not shown. Some of the compounds tested, so the mix of outcomes need not match the whole.
mol	Vif imaging	TROY signal inh	SRC1 inh	COUP-TFII inh	NOD2-RIPK2 inh	TRAIL sens C8	LMP1 NFkB inh	SRC2 inh	SRC3 inh	TLR9-MyD88 block	NR5A2 inv ag
O=C(Nc1cc(Cl)ccc1F)C1=COCCO1	-3	-26	-10	-19	-14	-6	-2	-26	-34	-12	-36
Cc1oc(-c2ccc(-c3ccccc3)cc2)nc1CN1CCN(CC(=O)N(C)C)CC1	-1	-37	-54	-48	-4	2	-35	-15	-49	1	-80
NC(Cc1c[nH]c2ccccc12)C(=O)NCc1ccccc1 (stereo unspecified)	-14	20	8	6	1	7	-1	3	-1	-14	17
O=C(C1CC(=O)N(C2CCCCC2)C1)N1CCN(c2cccc(C(F)(F)F)c2)CC1 (stereo unspecified)	-1	11	-21	21	4	-3	5	-10	9	-1	12
C[C@H](NC(=O)C1CC(=O)N(c2ccc3c(c2)OCO3)C1)C(=O)NC1CCCCC1 (stereo partly specified)	-2	-10	-11	1	-16	2	-3	-6	3	-5	2
CN1CCN(C(=O)c2cc(=O)c3cc(Cl)cc(Cl)c3o2)CC1	30	-3	7	5	-2	19	-4	-13	1	4	-13
CC12CCC(=O)N1C(C(=O)NCCN1C(=O)S/C(=C\c3ccc(F)cc3)C1=O)CS2 (stereo unspecified)	-11	-22	24	5	-5	-8	-3	15	8	-2	10
CCN(C(=O)CSc1nc2ccccc2n1CCc1ccccc1)C1CCS(=O)(=O)C1 (stereo unspecified)	-4	-24	-6	-17	-9	-1	4	0	19	0	11
CC(Oc1ccc(-c2nnco2)cc1)C(=O)N1CCOCC1 (stereo unspecified)	-3	-7	-12	-16	3	-5	-7	3	8	0	-22
C[C@@H]1CCC[C@@]2(O[C@H](CCO)C[C@H](O)[C@H]2O)O1	3	13	-23	13	-35	9	-4	13	12	-1	20
CC(=O)c1ccc(NC(=O)COC(=O)CC2CC3CCC2C3)cc1 (stereo unspecified)	5	-9	-33	-17	9	-24	0	-13	-10	-9	9
CC(C)C(NC(=O)OCc1ccccc1)C(=O)NCc1ccc(C(=O)O)cc1 (stereo unspecified)	-1	5	-18	-1	4	15	2	-12	11	-10	8
CC1(C)C2([N+](=O)[O-])CN(CCO)CC1([N+](=O)[O-])CN(CCO)C2	-47	9	13	2	-8	0	-2	-2	19	-7	14
O=C(c1cc(C2CCCCN2S(=O)(=O)c2ccccc2)on1)N1CCOCC1 (stereo unspecified)	1	-3	11	-4	-4	-7	.	0	-2	.	-4
Cc1nnc(N2CCN(Cc3ccccc3)CC2)[nH]c1=O	1	16	26	-4	-3	-3	3	-31	-16	3	6
CC1Cn2c(nnc2-c2cc3ccccc3cc2O)S1 (stereo unspecified)	25	-1	-8	7	1	-1	4	-5	24	8	14
COc1ccc(-n2cnc3cc(NCc4ccco4)ccc32)cc1	.	-48	-60	.	-12	17	-4	.	-57	0	-110
C/C(N)=C(/C#N)C(=O)CSc1nnc(Nc2ccccc2C)s1	.	-42	-24	-24	-2	-10	-3	-77	-3	-4	-22
COc1cc(C(C)=O)ccc1OCC(=O)OC(C)C(=O)c1ccc(F)cc1 (stereo unspecified)	-1	0	-13	5	7	-4	-1	4	14	-2	2
C=CCCCN(Cc1ccccc1)S(=O)(=O)c1ccccc1Br	-3	-3	7	2	0	-12	-4	-8	12	-2	19
O=C1C=C(c2cccc(Br)c2)C[C@@H](c2ccc(Cl)cc2)C1	-10	-4	4	-2	-21	-14	7	-3	6	3	-31
C=CCOc1ccc(/C=N/N2C(=O)C(CC(=O)Nc3ccc(F)cc3F)SC2=NC)cc1 (stereo unspecified)	12	-22	-14	-9	3	-8	-17	0	-34	-1	-3
COc1ccc(OCC(O)Cn2c(=N)n(CCN3CCOCC3)c3ccccc32)cc1 (stereo unspecified)	2	12	-11	-20	3	-2	2	6	16	2	14
CC1(C)CC(=O)C2=C(C1)OC(N)=C(C#N)C2c1ccsc1 (stereo unspecified)	17	-5	-35	4	4	-10	-11	-1	2	8	7

# Record cards (already shown). Values in the order: Vif imaging | TROY signal inh | SRC1 inh | COUP-TFII inh | NOD2-RIPK2 inh | TRAIL sens C8 | LMP1 NFkB inh | SRC2 inh | SRC3 inh | TLR9-MyD88 block | NR5A2 inv ag
# CN1CCN(C(=O)c2cc(=O)c3cc(Cl)cc(Cl)c3o2)CC1 is listed with 30 | -3 | 7 | 5 | -2 | 19 | -4 | -13 | 1 | 4 | -13
# CC1(C)C2([N+](=O)[O-])CN(CCO)CC1([N+](=O)[O-])CN(CCO)C2 is listed with -47 | 9 | 13 | 2 | -8 | 0 | -2 | -2 | 19 | -7 | 14

# Next records.
mol	Vif imaging	TROY signal inh	SRC1 inh	COUP-TFII inh	NOD2-RIPK2 inh	TRAIL sens C8	LMP1 NFkB inh	SRC2 inh	SRC3 inh	TLR9-MyD88 block	NR5A2 inv ag
CCCCC(=O)Nc1ccc(N2CCN(c3ccc(F)cc3)CC2)cc1	-2	0	17	-8	-9	-4	1	1	0	-1	-3
Cc1cc(NC(=O)CCC(=O)N(CC(=O)NCC2CCCO2)Cc2ccc(F)cc2)no1 (stereo unspecified)	11	2	8	-3	-1	1	-1	-14	5	-4	-1
COc1cccc(NC(=O)N2CCCC(C(=O)Nc3ccccc3OC)C2)c1 (stereo unspecified)	-16	-9	-10	5	-9	5	5	1	-7	4	2
CCOC(CCNC(=O)CCC(=O)Nc1ccc2nc(N3CCN(C)CC3)cc(C)c2c1)OCC	-7	6	-1	-10	-5	-14	1	2	6	-8	7
CC(NC(=O)c1ccccc1Cl)C(=O)NCc1cccs1 (stereo unspecified)	-15	-16	3	12	0	-1	4	-3	2	-4	-16
O=C(COC(=O)CNC(=O)c1cccc(Br)c1)Nc1nnc(-c2ccccc2)o1	-3	3	-11	-11	-13	-5	1	-2	-54	-22	-16
O=C(CSc1nc2cc(Cl)ccc2c(=O)n1Cc1ccco1)Nc1ccc(S(=O)(=O)N2CCOCC2)cc1	5	8	19	-5	-3	-21	0	-18	27	4	16
Cc1cccc(C)c1NC(=O)NC1(C(=O)NCc2ccncc2)CCCCC1	16	-22	-15	-11	7	13	-2	-12	-1	-9	-2
CCC1(c2ccc(F)cc2)NC(=O)N(CC(=O)N2c3ccccc3CC2C)C1=O (stereo unspecified)	-2	-7	-11	2	-7	-13	-5	-3	8	3	14
O=C(NCCS(=O)(=O)N1CCN(c2cccc(Cl)c2)CC1)c1ccc2c(c1)OCO2	1	4	-1	4	7	-6	-4	-19	7	0	-21
CCCNC(=O)CSc1nnc(-c2ccccc2Br)n1-c1cccc(C(F)(F)F)c1	16	7	19	18	-2	-5	11	-7	12	1	-17
CN1C(C)(C)CC(NC(=O)c2ccco2)CC1(C)C	-4	-11	-6	21	-1	-19	1	10	-31	0	-1
CCc1ccc(N(CC(=O)N2CCOCC2)S(C)(=O)=O)cc1	-1	6	0	0	3	-5	7	-17	-9	2	-1
O=C(Cn1cc([N+](=O)[O-])cn1)N1CCCc2ccccc21	12	23	-16	-19	0	20	-7	-4	13	-6	-2
Cc1ccc2c(c1)cc1c(=O)n(CC(=O)N3CCCC3)nc(C)n12	-3	0	-9	.	-4	-2	2	.	22	0	-2
C=COCCNC(=S)N1CCOCCOCCN(C(=S)NCCOC=C)CCOCCOCC1	-1	15	11	6	-3	-17	5	-5	18	7	1
CCOC(=O)[C@H]1[C@H]2COc3ccccc3[C@@H]2N2C(=O)c3ccc(Cl)cc3NC(=O)[C@@]12C	10	0	-5	-11	4	-1	3	-1	-7	1	-6
NC(=O)SCC(=O)Nc1ccccc1C(=O)O	-9	7	9	-2	-6	11	3	-55	22	13	1
Cc1ccc(NC2=C(Cl)C(=O)OC2NC(=O)c2ccccc2)cc1 (stereo unspecified)	-4	2	-15	-4	5	-7	20	-19	10	6	-2
NCCNc1ccc2nnnn2n1	6	7	-7	5	-6	-4	-4	16	18	-12	12
COC(=O)C1C(=O)OC(C)(C)C1C(C)C(=O)c1ccccc1 (stereo unspecified)	2	-4	-5	13	-1	-8	5	-1	18	0	5
O=c1cc2oc3cc(O)c(O)cc3c(-c3ccccc3[N+](=O)[O-])c-2cc1O	5	37	4	21	1	25	23	8	30	-8	21
O=C(Nc1ccc(Br)cn1)c1ccc([N+](=O)[O-])cc1Cl	.	-43	-90	-35	-1	19	-10	-44	-78	-10	-91
COc1cccc(COC(=O)Cc2ccc(S(=O)(=O)N3CCOCC3)s2)c1OC	-1	-14	8	17	8	-10	1	-7	22	-1	-13
O=C(COC(=O)Cc1ccsc1)Nc1ccc(Cl)c(S(=O)(=O)N2CCOCC2)c1	0	20	-6	24	7	-10	-14	1	17	3	-6
O=NNc1nc2ccccc2n1Cc1ccccc1	32	7	-14	6	-3	17	-2	23	-12	-13	1
CN(CC(=O)Nc1cccc(F)c1)C(=O)c1cccc(S(=O)(=O)N2CCN(c3ccc(F)cc3)CC2)c1	-17	25	5	42*	4	3	9	28	15	11	-17
O=c1c2c(-c3ccccc3)csc2ncn1/N=C/c1ccc(O)c([N+](=O)[O-])c1	-2	11	17	4	4	0	-2	-11	11	6	23
CCCC/C(=N\NC(=O)c1ccc(Br)o1)c1ccccc1	4	-19	-90	-37	-5	-15	6	-70	-52	-5	-82
CCOc1ccc(-n2c(O)c(/C=N/Nc3nc(C)cc(C)n3)c3ccccc3c2=O)cc1	-9	-2	3	-7	-4	-4	-3	7	5	-4	2
O=C(NCc1ccccc1)C1=C[C@@H](c2coc3ccccc3c2=O)C[C@@H](OCc2ccc(CO)cc2)O1	-1	-10	-14	-11	3	7	-8	-3	14	-9	-40
CCOc1cccc(NC(=O)c2cccc(F)c2)c1	0	-10	1	-10	4	7	0	-25	-13	9	-5
O=C(NC1=NCCS1)c1ccc(Cl)c(S(=O)(=O)N2CCCCCC2)c1	-11	-5	7	-16	-8	-15	-7	-9	-12	4	-23
O=C(Nc1ccc(-c2nnco2)cc1)c1ccccc1	3	-8	-18	-5	-14	2	-9	-25	-6	-7	-39
Cc1ccc(NC2Sc3ccccc3NC2=O)cc1Cl (stereo unspecified)	3	-33	-58	10	-2	4	-14	-28	-23	-3	-7
CCN(Cc1cnn(C)c1)Cc1nc(Cc2ccccc2Cl)no1	-3	-29	-19	-5	7	3	-11	12	6	4	8
CCOc1ccccc1NC(=O)c1nnn(-c2ccc3c(c2)OCCO3)c1N	-2	33	-42	-9	-3	-1	1	-9	-35	4	-33
CC(=O)Nc1ccc(NC(=O)COC(=O)/C=C/c2ccc3c(c2)OCO3)cc1	14	-15	-14	3	-6	0	0	-11	-27	-3	5
